GLS inh = glutaminase GLS (human) inhibition | O94925 | GLS enzymatic activity, qHTS titration | Potency, µM (doses to about 45.5 µM), for inactives: top-dose activity change, negative = inhibition, hits mostly inhibitors | actives 0.21% (n = 410,000) | AID 624170; note: potency is the fitted concentration of half-maximal effect; % is set by controls: 0 for no effect and ±100 for the full control effect
Target sequence (O94925 whole entry, looked up): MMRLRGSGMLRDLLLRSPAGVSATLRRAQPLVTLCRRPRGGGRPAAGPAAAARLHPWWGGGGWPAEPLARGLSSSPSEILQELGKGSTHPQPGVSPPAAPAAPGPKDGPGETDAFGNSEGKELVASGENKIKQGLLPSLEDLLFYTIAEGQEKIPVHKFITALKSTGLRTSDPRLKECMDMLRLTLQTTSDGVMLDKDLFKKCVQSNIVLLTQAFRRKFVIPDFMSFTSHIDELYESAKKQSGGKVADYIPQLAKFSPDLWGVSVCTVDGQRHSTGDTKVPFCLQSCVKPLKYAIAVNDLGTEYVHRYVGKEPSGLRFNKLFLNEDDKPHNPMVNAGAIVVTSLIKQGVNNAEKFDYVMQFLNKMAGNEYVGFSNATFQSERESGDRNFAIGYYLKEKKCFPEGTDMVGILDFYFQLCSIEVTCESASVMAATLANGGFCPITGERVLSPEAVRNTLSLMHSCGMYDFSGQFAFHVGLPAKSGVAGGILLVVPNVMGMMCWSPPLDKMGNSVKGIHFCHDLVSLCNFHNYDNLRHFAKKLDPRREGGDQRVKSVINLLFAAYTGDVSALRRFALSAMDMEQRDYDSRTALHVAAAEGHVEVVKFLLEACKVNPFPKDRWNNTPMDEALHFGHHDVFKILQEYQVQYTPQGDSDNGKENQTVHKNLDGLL
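Enzyme dispensed in phosphate buffer (45 mM, pH 8.2, 0.02% Tween-20), compounds pinned in, then 1 mM L-glutamine solution and the glutamate oxidase–HRP–Amplex Red mix added; fluorescence read immediately and again after 30 min at room temperature.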
G9a inh = G9a (human) methyltransferase inhibition. AID 504332. Q96KQ7. Potency, µM (highest dose often 102 µM), inactives show top-dose activity, negative = inhibition, usual class: inhibitors. actives 8.8% (n = 350,000). G9a H3K9 monomethylation, AlphaScreen, 2 h; note: potency is the fitted concentration of half-maximal effect; % is set by controls: 0 for no effect and ±100 for the full control effect; nearly all actives have a fitted effect of over 75% in size
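Signal arises when biotinylated H3K9 peptide, once monomethylated, bridges streptavidin donor and antibody-captured acceptor beads. Enzyme at 20 nM was preincubated 15 min with test compounds; peptide 500 nM and SAM 20 uM then reacted for 2 h.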
Pin1 inhibitor = human Pin1 inhibition; Pin1 FP peptide displacement, HiFluor488, 10 min; Q13526; Potency, µM (highest dose often 115 µM), for the others: at the top dose activity, negative = inhibition, most hits filed as inhibitors; actives 0.009% (n = 390,000); AID 504891; active = well fitted inhibition curve with a large enough effect in the polarisation, with a control signal flat, not every such curve was filed as active; inconclusive = small, poorly fitted or top-dose-only effect, or effect the other way, or a change in a side signal; inactive = no such curve, though single readings can be large or run the other way; the % refers to the polarisation; note: potency is the fitted concentration of half-maximal effect; % is set by controls: 0 for no effect and ±100 for the full control effect
Target sequence (Q13526 whole entry, looked up): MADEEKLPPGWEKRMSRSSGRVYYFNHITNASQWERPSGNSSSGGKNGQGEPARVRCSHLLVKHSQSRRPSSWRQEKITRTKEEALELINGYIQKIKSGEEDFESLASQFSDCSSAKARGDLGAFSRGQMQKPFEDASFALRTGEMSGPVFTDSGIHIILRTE
PGK inhibitor = T. brucei PGK inhibition; P07378; PGK/GAPDH coupled, Kinase-Glo luminescence, 60 min; Potency, µM (doses to about 57.5 µM), for inactives: top-dose activity change, negative = inhibition, most hits filed as inhibitors; actives 0.043% (n = 380,000); AID 602233; note: potency is the fitted concentration of half-maximal effect; % is set by controls: 0 for no effect and ±100 for the full control effect; nearly all actives have a fitted effect of over 60% in size
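Luminescent ATP detection (Kinase-Glo Plus) follows a 60-minute room-temperature incubation, with wells lacking PGK as controls. Buffer: 100 mM TEA (pH 7.6), 5 mM MgCl2, 0.01% Tween-20. Coupling enzyme GAPDH (100 nM final) supplies unstable 1,3-BPG in-well.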
HP1b binding inh = blocks HP1-beta chromodomain binding to methylated histone tails. AlphaScreen HP1-beta / biotin-H3K9me3 peptide binding. Potency, µM (series often up to 114 µM), inactives show at the top dose activity change, negative = inhibition, actives largely listed as inhibitors. actives 0.56% (n = 390,000). AID 540317; note: potency is the fitted concentration of half-maximal effect; nearly all actives have a fitted effect of over 70% in size; inactives centre near 23
Target sequence (P83916 whole entry, looked up): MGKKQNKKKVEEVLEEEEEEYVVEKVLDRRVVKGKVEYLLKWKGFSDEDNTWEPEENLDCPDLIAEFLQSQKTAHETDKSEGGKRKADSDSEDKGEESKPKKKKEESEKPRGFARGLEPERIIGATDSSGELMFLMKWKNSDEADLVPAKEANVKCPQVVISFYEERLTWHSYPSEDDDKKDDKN
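HP1-beta protein (50 nM final) preincubated 30 min at room temperature with biotinylated H3(1-18)K9me3 peptide (50 nM) in PBS pH 7.4, 0.01% Tween-20, then compound added for 30 min. AlphaScreen streptavidin donor/nickel chelate acceptor beads (10 ug/mL final), 30 min dark, luminescence read.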
ERG-DNA inh = blocks human ERG Ets domain binding to DNA; fluorescence polarization, His-ERG Ets domain / labelled DNA; Potency, µM (series often up to 76.9 µM), for inactives: at the top dose FP activity, negative = inhibition, most hits filed as inhibitors; actives 0.028% (n = 370,000); active = well fitted inhibition curve with a large enough effect in the polarisation, with a control signal flat; inconclusive = small, poorly fitted or top-dose-only effect, or effect the other way, or a change in a side signal; inactive = no such curve, though single readings can be large or run the other way; the % refers to the polarisation;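 note: polarization taken with two DNA probes labelled with fluorescein and Texas red; potency is the fitted concentration of half-maximal effect; % of control where 0% means no effect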
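His-tagged ERG Ets domain (1 uM in the protein solution; 300mM KCl, 50mM Tris-HCl, 1mM EDTA, 1mM DTT, pH 7.5) received compound, then a probe mix of 5 nM fluorescein-DNA and 100nM Texas-615-DNA. Fluorescence polarization was read for both dyes.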
JMJD2A Tudor inh = blocks the human JMJD2A Tudor domain | actives 4.4% (n = 390,000) | AID 504339 | AlphaScreen JMJD2A-Tudor / H3K4me3 peptide binding | Potency, µM (doses to about 114 µM), inactives show top-dose activity change, negative = inhibition, usual class: inhibitors; note: potency is the fitted concentration of half-maximal effect; % is set by controls: 0 for no effect and ±100 for the full control effect; nearly all actives have a fitted effect of over 50% in size
BAZ2B block = blocks human BAZ2B; AID 504333; Q9UIF8; actives 4.4% (n = 360,000); Potency, µM (highest dose often 114 µM), without a hit: at the highest dose activity change, negative = inhibition, actives largely listed as inhibitors; AlphaScreen BAZ2B-H3K14Ac peptide displacement; note: potency is the fitted concentration of half-maximal effect; % is set by controls: 0 for no effect and ±100 for the full control effect; nearly all actives have a fitted effect of over 60% in size
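BAZ2B 50 nM plus b-H3(5-23)K14Ac 50 nM, PBS pH 7.4/0.01% Tween-20, 30 min RT; compound added (max 110 uM), 30 min RT; streptavidin donor/Ni-chelate acceptor beads 10 ug/mL final, 20 min dark; AlphaScreen read.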
PI4K2A inh = inhibitors of human PI4K2A; Q9BTU6; purified PI4K2A, ADP-Glo luminescence, 1 h; active compounds read low; activity change, negative = inhibition, % at 76.9 µM; actives 0.13% (n = 420,000); AID 1346378; in the data active = activity change below about -50%; inconclusive = mostly about -30% to -49%;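 note: -100% = wells without enzyme as full effect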
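ADP-Glo luminescence measured ADP generated by PI4K2A enzyme (4 ug/mL before mixing) with 1.2 mM PI substrate (pre-mix) and 300 microM ATP (pre-mix). Tris pH7.5 buffer with MgCl2, Triton X-100; 1 h reaction at ambient temperature.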
Starred values were filed as active, the others as inactive; i = inactive; u = inconclusive; x = no result given; & = joins results of further samples; [ ] = dose if it differs, or a comment. Unless noted, calls come from the whole dose curve; as a rule, active = well fitted curve in the direction sought with a large enough effect; inconclusive = small, poorly fitted or top-dose-only effect, or another doubt; inactive = no such curve, though single readings can be large; an effect the other way counts as inactive or inconclusive.

Compound	PI4K2A inh	PGK inhibitor	Pin1 inhibitor	GLS inh	ERG-DNA inh	BAZ2B block	HP1b binding inh	G9a inh	JMJD2A Tudor inh
O=C(O)c1cccc2c1Cc1cc([N+](=O)[O-])ccc1-2	-5	-7%	u	-4%	-1%	x	3%	x	-13%
Cc1ccc(S(=O)(=O)N2CCC(C(=O)NCc3ccccc3Cl)CC2)cc1	-2&8	-1%	u	2%&-7%	2%&2%	2%&-5%	24%&46%	22%[12.7 µM]	u
N/C(=N\OC(=O)CCCc1ccccc1)c1ccccn1	2	-8%	0%	0%	-4%	u	43%[activator]	17%[59 µM]	-6%
CCOC(=O)c1c(C)[nH]c(C(=O)OCc2csc(CC(=O)Nc3ccccc3C)n2)c1C	-1	-8%	42%[activator]	-8%	-1%	-5%	31%	5%[2.33 µM]	-17%
Cn1cc(/C=N/NC(=O)c2cc3cc(Br)ccc3o2)c2ccccc21	1	-2%	28%	6%	-7%	3%	36%	50µM*	-9%
CCOc1ccccc1CN1CCCC(CNC(=O)Cc2ccc(OC)cc2)C1 (stereo unspecified)	-3	-2%	3%	-3%	10%	-18%	38%	-1%[0.501 µM]	-10%
O=C(COc1ccccc1)Nc1c2c(nn1-c1ccccc1)CS(=O)C2 (stereo unspecified)	3	-3%	-1%	5%	-1%	19%	9%	28%	-17%
C[C@H](CO)N1C[C@H](C)[C@@H](CN(C)S(C)(=O)=O)Oc2c(NC(=O)c3ccncc3)cccc2C1=O	-3	-10%	2%	u	-15%	x	37%	x	-17%
COC(=O)c1ccccc1NC(=O)CNC(=O)c1ccco1	2	1%	2%	12%	3%	-6%	18%	4%[59 µM]	-5%
O=C(CSc1nnnn1-c1ccccc1)CC(=O)Nc1ccc(Cl)cc1	-3	0%	21%	9%	1%	-36%	25%	-19%[59 µM]	u
c1ccc(CNCCCNCCCCNCCCNCc2ccccc2)cc1	4	-8%	-7%	11%	x	x	17%	x	-2%
Cc1cccc2c1-c1sc(C(=O)NCCCN3CCc4ccccc4C3)cc1CO2	-1	-11%	16%	-1%	7%	0%	x	x	-1%
CCOC(=O)c1[nH]c2ccccc2c1N=C(C)N(CC)CC	1	2%	0%	20%	1%	7%	50%[activator]	23%[59 µM]	-2%[11.4 µM]
O=C(NCc1ccccn1)Nc1cccc(NC(=O)NCc2ccccn2)c1	-2	-2%	1%	1%	2%	-36%	38%	8%[59 µM]	-5%[57.1 µM]
O=C(O)[C@H](Cc1ccccc1)N1C(=O)c2c(Cl)c(Cl)c(Cl)c(Cl)c2C1=O	-4	-3%	-14%	21%	0%	-11%	5%	x	-28%
CC1CN(CCOc2ccccc2[N+](=O)[O-])CC(C)O1 (stereo unspecified)	4	-9%	0%	-5%	7%	25µM*	u	10µM*	22µM*
Fc1ccc(CN2CCSCC2)cc1F	-1	-10%	-8%	-5%	16%	u	u	32µM*	4µM*
COCCNC(=S)N1CCN(C)CC1	13	-2%	4%	-3%	11%	40µM*	u	u	-25%[11.4 µM]
O=C(O)COc1ccccc1/C=N/NC(=O)c1ccc2c(c1)OCCO2	-1	-5%	9%	-4%	-5%	-31%	28%	35%	-17%
O=C(Nc1ccc2nc(SCC(=O)N3CCc4ccccc43)sc2c1)c1cccc(F)c1	0	6%	7%	0%	0%	-10%	33%	0%[59 µM]	-12%
O=C(NCc1cccc(F)c1)c1ccc(CS(=O)c2ccccc2Cl)o1 (stereo unspecified)	2	i	-10%	4%	1%	-24%	40%[activator]	-17%[59 µM]	5%
CCOC(=O)C1(Cc2ccccc2)CCN(Cc2ccon2)CC1	2	2%	4%	1%	8%	-29%	35%	-25%	-12%
CC(C)C(=O)Nc1c(C(=O)c2ccc(F)cc2)oc2ccccc12	3	-3%	3%	0%	1%	13%	42%[activator]	-14%	8%
Cc1sc2c(c1C)c(=O)n(-c1ccc(F)cc1)c(=O)n2CC(=O)NCc1ccco1	6	5%	7%	1%	1%	3%	34%	15%	-3%
CN(c1nc2nonc2nc1NC1CC1)C1CCOC1 (stereo unspecified)	1	-11%	-7%	-1%	-2%	-13%	26%	0%	-1%
C(=N\Nc1nc(-c2ccccc2)cs1)/c1cccs1	-4	-8%	u	3%	9%	u	-24%	14µM*	-34%
CC1(C)Cc2nc3sc(C(=O)NCCCO)c(N)c3cc2CS1	0	-5%	0%	-18%	3%	u	19%	25µM*	-24%
COC(=O)C1=C(C)Nc2[nH]c(=S)[nH]c(=O)c2C1c1ccc(OC)cc1 (stereo unspecified)	-5	i	-4%	-13%	1%	u	14%	8.9µM*	u
CCOC(=O)C1=C(COC(=O)/C=C/c2ccc(OC)cc2)NC(=O)NC1C (stereo unspecified)	0	-6%	4%	9%	-6%	3%	10%	-24%	-5%
O=C(N1CCCCC1)N1CCCN(C(=O)N2CCCCC2)CC1	2	-8%	-7%	-10%	5%	-4%	28%	-5%[59 µM]	18%
Cc1ncc2c(n1)-c1cc(F)ccc1SC2	-2	4%	-3%	-1%	-3%	20%	43%[activator]	31%	6%
Cc1cccc(CC2CC(=O)N(C3CCCCC3)C2=O)c1 (stereo unspecified)	-1	-5%	2%	-2%	-4%	30%	73%[activator]	-39%[12.7 µM]	31%
Cc1ccc(C2=N/C(=C\c3cccc(F)c3)C(=O)O2)cc1	-5	i	u	-3%	7%	-2%	19%	x	-7%
CCN(CC)CCN1C(=O)C2C(C(=O)Nc3ccc(Br)cc3)C3C=CC2(O3)C1C(=O)NC1CCCCC1 (stereo unspecified)	-1	-8%	-9%	0%	3%	-11%	-6%	50µM*	-9%
CCN(CC)CCNc1ncnc2c1sc1nc(N3CCOCC3)c3c(c12)CCCC3	10	0%	-3%	-18%	-3%	-32%	-16%	35µM*	u
O=C(O)CSc1nnc(Cc2ccccc2)n1-c1ccccc1	1	-3%	-8%	1%	1%	-7%	44%[activator]	11µM*	-21%
O=C(CNCC(=O)Nc1ccc(F)c(F)c1F)Nc1ccc(F)c(F)c1F	8	-9%	-4%	-8%	-3%	-2%	57%[activator]	-27%[2.33 µM]	4%
O=C(COC(=O)c1ccc(S(=O)(=O)NCc2ccco2)cc1)Nc1ccc(OC(F)F)cc1	-3	-6%	-2%	-6%	-5%	-9%	51%[activator]	-9%[59 µM]	-1%
Cc1ccc(C)c(NC(=O)CN(C)C(=O)c2cc(S(=O)(=O)N3CCOCC3)ccc2N2CCCC2)c1	-4	-2%	-5%	0%	16%	-18%	17%	34%	-10%
C=COCCCNc1ncnc2sc(-c3ccccc3)cc12	1	6%	u	-1%	4%	29%	87%[activator]	11%[2.33 µM]	38%[activator]
CCN(C[C@H]1N[C@@](CC)(C(=O)OC)[C@H]2C(=O)N(Cc3ccccc3)C(=O)[C@@H]12)C(=O)Nc1ccc(OC)cc1	2	5%	4%	-1%	-2%	x	18%	x	-13%
CCOc1ccc(C(=O)Nc2cc(NC(=O)c3ccco3)ccc2OC)cc1Br	-1	i	4%	1%	2%	19%	76%[activator]	1%[59 µM]	0%
Clc1ccc(N2CCN(Cc3ccco3)CC2)cc1	0	-1%	1%	5%	-1%	50µM*	u	5µM*	1.8µM*
Nn1c(SCC(=O)NC2CCCCCC2)nnc1C(F)(F)F	-3	4%	-1%	2%	-4%	x	12%[57 µM]	x	5%
C=CCSc1nc2sc3c(c2c(=O)n1CC=C)CCc1ccccc1-3	-6	0%	18%	6%	6%	1%	94%[activator]	6%[59 µM]	12%
COc1ccc(-c2noc(CCC(=O)N3CCC(C)CC3)n2)cc1	8	0%	-8%	1%	-9%	6%	15%	u	-6%
CCOc1cc(CNCCN2CCOCC2)ccc1OCc1ccccc1Cl	-3	1%	-1%	5%	-5%	-18%	12%	50µM*	-18%
Cc1ccc(NS(=O)(=O)c2ccc3c(c2)NC(=O)CCS3)cc1C	2&-1	-7%&1%	6%&-3%	22%&9%	6%&6%	-17%	16%[57 µM]	39%	-24%&-12%
COc1cc(CNn2nnnc2N)cc(Br)c1OCc1c(Cl)cccc1Cl	-1	i	4%	-13%	-5%	11%	27%	26%[12.7 µM]	-21%
CC(=O)NC(Cc1ccc(C)cc1)C(=O)NC1CCN(C(=O)c2ccc([N+](=O)[O-])cc2)CC1 (stereo unspecified)	0	-4%	-3%	7%	2%	4%	14%	16%[59 µM]	-8%
CCCn1c(N)c(N(CCOC)C(=O)COC(=O)c2ccccc2NCCO)c(=O)[nH]c1=O	-9	-8%	0%	-3%	-7%	12%	12%	8.9µM*	-10%
CCCCN(CC)C(=O)Cn1nc(C)c2c(C)n(-c3ccccc3)nc2c1=O	-1	6%	-7%	-11%	3%	-11%	28%	-3%[59 µM]	1%
O=C(N/N=C/c1cccc(Cl)c1)C(c1ccncc1)N1CCOCC1 (stereo unspecified)	5	-7%	-4%	-15%	10%	12%	33%	53%[activator][59 µM]	17%

Rows are unselected; any-hit rate near 11%.
